MEP2-GFP yeast: yeast TOR pathway MEP2-GFP modulation. S. cerevisiae MEP2-GFP strain, flow cytometry GFP, 3 h; 100% = DMSO control level. GFP response vs DMSO, % at 10 µM. hit rate 0.51% among 330,000. AID 2016;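 active = GFP response versus DMSO above a set limit, roughly screen mean plus 3 SD, cut at about 180% in these data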;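 note: median GFP fluorescence of the barcode-gated MEP2-GFP cells per well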
RPL19A-GFP yeast: modulators of TOR pathway RPL19A-GFP in S. cerevisiae; percent response vs DMSO, % at 10 µM; S. cerevisiae RPL19A-GFP strain, flow cytometry, 3 h; hits give low values; hit rate 0.3% among 330,000;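 active = percent response vs DMSO below 50%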;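 note: median channel GFP fluorescence of the barcoded RPL19A-GFP strain; ratio of sample median GFP to plate DMSO average so 100% = DMSO; lower means less RPL19A-GFP as with rapamycin TOR inhibition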
LAP4-GFP MLPCN: alters LAP4-GFP fluorescence in TOR pathway yeast screen | GFP response vs DMSO, % at 10 µM | AID 2023 | hit rate 0.34% among 320,000 | S. cerevisiae LAP4-GFP multiplex, flow cytometry GFP, 3 h; median GFP as percent of DMSO wells;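 active = GFP response vs DMSO above a set limit, about the screen mean plus 3 SD, cut at about 150% in these data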
Yeast superoxide: lowers age-related superoxide in aged yeast cells; superoxide response (% of plate mean), % at 10 µM; AID 2690; hit rate 0.18% among 330,000; S. cerevisiae aged cells, superoxide DHE fluorescence; hits give low values;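 active = superoxide response under a set limit, about three screen SD below normal, cut at about 65% in these data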;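 note: yeast aged for seven days with compound at 30 °C before DHE staining; 100% = average MFI of all compound-treated wells on the plate with controls excluded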
AHR activator: activates the human aryl hydrocarbon receptor; AHR-responsive luciferase reporter cells, luminescence; hit rate 2.5% among 320,000; activation, % at 5 µM; P35869; in the data active = activation above about 47%;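 note: 0% = vehicle wells and 100% = reference agonist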
GASC-1 inh: human JMJD2C demethylase inhibition | Q9H3R0 | GST-JMJD2C(1-420) H3K9me3 demethylation, DELFIA europium | inhibition, % at 2.35 µM | hit rate 0.069% among 330,000;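 active = more than half of a compound's replicate wells show inhibition beyond 50%, single wells judged on their own value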;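 note: signal counts dimethyl H3K9 product captured on neutravidin plate; 0% = median of DMSO wells and 100% = 0.3 times that DMSO median; strong numbers were not always called active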
Target sequence (Q9H3R0 1-420 limits assumed): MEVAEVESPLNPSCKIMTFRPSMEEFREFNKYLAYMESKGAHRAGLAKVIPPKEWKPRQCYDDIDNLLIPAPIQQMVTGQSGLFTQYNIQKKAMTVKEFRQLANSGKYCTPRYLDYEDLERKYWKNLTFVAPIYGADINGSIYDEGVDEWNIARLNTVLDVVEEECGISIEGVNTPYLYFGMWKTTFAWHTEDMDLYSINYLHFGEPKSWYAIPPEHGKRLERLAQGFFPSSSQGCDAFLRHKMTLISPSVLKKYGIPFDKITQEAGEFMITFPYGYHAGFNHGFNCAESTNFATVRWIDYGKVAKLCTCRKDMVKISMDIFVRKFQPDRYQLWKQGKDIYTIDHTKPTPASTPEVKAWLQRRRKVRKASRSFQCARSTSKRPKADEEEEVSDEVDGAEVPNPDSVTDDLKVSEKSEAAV
procasp3 activ: activators of human procaspase-3; activation, % at 8.5 µM; hit rate 0.11% among 330,000; P42574; recombinant procaspase-3 D3A, Ac-DEVD-pNA absorbance 405 nm;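 active = activation above the mean of all tested compounds plus 3 SD, cut at about 21% in these data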;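 note: 0% = DMSO alone and 100% = DMSO wells spiked with extra 5 µM PC-3 D3A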
Target sequence (P42574 whole entry D9A/D28A/D175A): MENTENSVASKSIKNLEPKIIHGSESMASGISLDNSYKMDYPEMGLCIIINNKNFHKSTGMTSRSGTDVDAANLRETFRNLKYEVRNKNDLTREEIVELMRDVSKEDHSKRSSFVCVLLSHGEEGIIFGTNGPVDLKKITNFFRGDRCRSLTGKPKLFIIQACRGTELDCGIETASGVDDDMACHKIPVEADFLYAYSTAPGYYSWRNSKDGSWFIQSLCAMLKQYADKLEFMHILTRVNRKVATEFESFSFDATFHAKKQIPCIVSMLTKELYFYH
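System: Procaspase-3 D3A mutant. Medium: Zinc-free 300 mM NaCl, 50 mM HEPES, 0.01% Triton X-100. Schedule: 1 h preincubation plus 2 h reaction at 25 °C. Measured by: 405 nm absorbance of p-nitroaniline, reads at 0 and 120 min. Read-out: percent activation relative to control range.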
proCasp7 act: activates human procaspase-7, counter-screen for procaspase-3 activators; activation, % at 8.5 µM; P55210; AID 463210; hit rate 0.093% among 330,000; recombinant procaspase-7, Ac-DEVD-pNA absorbance 405 nm; D23A/D198A/D206A triple mutant, cannot self-cleave; scale: DMSO 0, 5 µM enzyme 100;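 active = percent activation above the screen-wide mean plus 3 SD, cut at about 25% in these data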
Target sequence (P55210 whole entry D23A/D198A/D206A): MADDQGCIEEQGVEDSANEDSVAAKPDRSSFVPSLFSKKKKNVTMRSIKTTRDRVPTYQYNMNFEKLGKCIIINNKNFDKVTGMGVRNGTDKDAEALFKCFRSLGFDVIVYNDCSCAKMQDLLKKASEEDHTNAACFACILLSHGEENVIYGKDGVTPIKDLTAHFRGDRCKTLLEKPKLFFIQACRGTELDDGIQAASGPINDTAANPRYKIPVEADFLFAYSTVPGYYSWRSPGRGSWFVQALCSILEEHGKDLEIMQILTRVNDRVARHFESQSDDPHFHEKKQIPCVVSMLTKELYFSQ
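Material: Procaspase-7 triple mutant (PC-7 D3A) | Quantity: 2 µM procaspase-7 mutant as dispensed | Reagent: DEVD-pNA substrate | Times: 1 h preincubation, 2 h reaction | Technique: 405 nm absorbance of p-nitroaniline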
The depositor's hits bear a star; . = no result given; & = joins results of further samples; [ ] = another dose, or the depositor's remark. Hits appear at their usual frequency; 3.8% or so of the library scored in one or more.

SMILES	MEP2-GFP yeast	RPL19A-GFP yeast	LAP4-GFP MLPCN	Yeast superoxide	AHR activator	GASC-1 inh	procasp3 activ	proCasp7 act
Cc1ccc(NC(=O)C(=O)NCCc2c[nH]c3ccccc23)cc1C	94	96	99	121	10	10	5	-1
COCCN(C(=S)Nc1c(C)cc(C)cc1C)C(C)c1cccs1 (stereo not given)	99	99	100	89	-4	-4	2	5
CN(CC(=O)Nc1cccc(F)c1)C(=O)Cn1c(=O)cnc2ccccc21	98	96	102	90	-1	7	2	4
CCOc1cc(C(=O)NC(=S)Nn2cnnc2)cc(OCC)c1OCC	100	100	105	110	-1	2	-5	-3
CN(Cc1ccccc1)C(=O)COC(=O)CCN1C(=O)C2CC=CCC2C1=O (stereo not given)	98	96	100	94	3	2	8	20
CCOC(=O)Cn1cnc2c(nnn2Cc2ccc(Cl)cc2)c1=O	93	95	96	98	-1	-3	14	3
N=c1ccn2c(n1)O[C@H]1[C@@H](CO)[C@H](O)O[C@H]12	97	98	97	113	-2	.	-7	10
C/C=C/C(=O)OCC(=O)Nc1cccc(Br)c1	97	101	106	99	-3	28	9	9
CN(Cc1nc(C(c2ccccc2)c2ccccc2)no1)CC1COCCO1 (stereo not given)	91	91	96	94	1	5	-5	-1
O=C(CNS(=O)(=O)c1cccs1)N1CCCCC1	95	99	96	101	1	2	2	-4
CCCCN(C)C(=O)Cn1c(=O)oc2cc(S(=O)(=O)N3CC(C)CC(C)C3)ccc21 (stereo not given)	100	98	103	91	0	0	-2	2
CN1C(=O)CSc2ccc(C(=O)O)cc21	114	102	104	107	0	7	2	-5
Cc1ccc(OCC(=O)NCCNC(=O)c2ccco2)cc1C	106	101	93	104	4	6	7	1
O=S(=O)(CCc1nnc(-c2ccccc2)o1)c1ccc2ccccc2c1	104	99	103	102	-3	8	1	-3
O=C(CS(=O)(=O)Cc1ccccc1)N1CCc2ccccc21	94	96	99	98	29	9	0	-8
Cc1ccc(S(=O)(=O)N2CCN(CC(=O)Nc3ccccc3Cl)CC2)cc1	100	95	103	110	0	.	0	-1
O=[N+]([O-])c1ccc(O)c(/C=N/Nc2ncnc3c2cnn3-c2ccccc2)c1	124	108	126	108	.	1	.	.
Cc1ccc(S(=O)(=O)N2[C@@H](c3ccc(Cl)cc3)C(C(=O)O)=C[C@H]2C(C)(C)C)cc1	99	97	101	99	1	3	1	-5
CCOC(=O)c1[nH]c(C)c(C(=O)N2CCc3c([nH]c4ccccc34)C2c2ccccn2)c1C (stereo not given)	98	100	106	75	10	-2	8	2
CN(C)/C=C/C(=O)c1ccccc1	89	96	98	85	2	-5	1	0
c1ccc(CSc2nnc(-c3ccncc3)o2)cc1	105	102	102	110	0	7	5	-13
COc1ccc(OC)c(NC(=O)NCCN2CCN(c3ccccc3)CC2)c1	97	95	106	109	1	-11	0	8
CCc1noc(C)c1C(=O)N1CCN(S(=O)(=O)c2c(C)cc(C)cc2C)CC1	103	97	103	118	0	3	-1	-1
COc1ccc(/C=N/N=C2/SCC(=O)N2Cc2ccccc2)cc1	92	93	104	97	33	-38	4	2
CCCc1cc(=O)[nH]c(SCC(=O)Nc2sc3c(c2C#N)CCC(C)C3)n1 (stereo not given)	98	96	88	103	4	1	-11	-18
O=C(Nc1nc2ccccc2c(=O)s1)c1ccco1	108	108	129	97	0	-15	-9	-7
O=C1C2C3C=CC(C3)C2C(=O)N1CNc1ccccn1 (stereo not given)	114	106	113	85	0	-3	-5	18
COc1ccc(NS(=O)(=O)c2cccs2)c(OC)c1	101	103	104	104	5	-1	5	11
N#CCc1ccc(Oc2ccc([N+](=O)[O-])cn2)cc1	102	93	111	121	-5	-1	-3	2
COc1ccc(Cl)cc1NC(=S)NCc1ccccn1	117	102	104	72	25	-1	-1	-10
CN(Cc1nc2ccc(F)cc2[nH]1)Cc1c(C(=O)N(C)C)nc2ccc(Cl)cn12	96	98	99	96	4	10	1	4
CCOC(=O)N1CCC(N2C(=O)c3ccc(C(=O)Nc4ccc(OC)cc4)cc3C2=O)CC1	104	102	108	99	0	-2	5	0
Cc1cc(C)c(S(=O)(=O)N2CCC(C(=O)NCc3ccco3)CC2)c(C)c1	103	100	104	105	-2	3	8	6
OCC[C@@H]1C[C@H](O)[C@@H](O)[C@]2(CCCCO2)O1	102	99	97	106	6	-1	-4	5
N=c1c(S(=O)(=O)c2ccc(F)cc2)cc2c(=O)n3ccccc3nc2n1CC1CCCO1 (stereo not given)	127	120	121	84	4	4	-18	-13
N/C(=N\OC(=O)/C=C/c1ccccc1Cl)c1ccccn1	102	104	90	99	-9	0	3	-8
O=C(NCCOc1ccccc1)C1Nc2ccc(C(F)(F)F)cc2C2c3ccccc3CC12 (stereo not given)	90	96	97	106	87*	3	5	0
CCOc1ccc(S(=O)(=O)Nc2ccc(C(=O)N3CCCC3)cc2)cc1C(N)=O	104	99	97	139	1	-19	3	-11
COc1cc(CCCN2CCNC[C@@H]2CC2CCCCC2)cc(OC)c1OC	90	90	90	87	-1	24	5	6
Cc1cc(=O)[nH]c(/N=C(\N)Nc2ccc3c(c2)OCCO3)n1	100	98	96	80	8	-20	3	5
COc1ccccc1NC(=O)C[n+]1ccccc1C	105	104	101	99	.	17	.	.
COc1ccc2cc(C(c3nnnn3C(C)(C)C)N3CCSCC3)c(=O)[nH]c2c1 (stereo not given)	96	94	94	103	1	8	-2	-5
Cc1c(-c2ccc(F)cc2)nc(N)c(C#N)c1-c1cccs1	106	101	103	96	4	-1	-2	5
Cc1[nH]c(=O)[nH]c(=O)c1/C=N/NC(=O)CCNC(=O)OC(C)(C)C	101	97	111	95	-1	0	1	-4
Cc1cc(C(=O)Nc2ccc(S(=O)(=O)Nc3onc(C)c3C)cc2)cs1	102	98	102	104	-2	7	-6	0
CN(CCC1CCCCO1)C(=O)c1cc(COc2ccc(F)cc2F)on1 (stereo not given)	102	100	104	100	-2	28	-2	-13
O=C(COc1ccc(Cl)cc1)OCC(=O)N1CCOCC1	101	97	90	104	0	-4	4	1
O=C(Nc1ccc2c(c1)OCO2)C1CCCCN1S(=O)(=O)c1ccc(F)cc1 (stereo not given)	91	92	99	104	29	-15	0	6
CCOC(=O)c1[nH]c2c(c1C)C(=O)CC(c1ccc(OCC)c(OC)c1)C2 (stereo not given)	102	101	98	82	11	3	3	20
Cn1c2ccc(F)cc2c2ncn(CCCN(CCO)CCO)c(=O)c21	105	98	101	85	24	-1	9	6
O=C(C(Cl)Cl)N1CCN(Cc2ccccc2)CC1	88	100	93	101	0	-11	4	-4
CS(=O)(=O)N1CC(C(=O)NC2CC2)Oc2ccc(Cl)cc21 (stereo not given)	93	92	84	103	3	0	-8	-2
CC(C)(C)c1ccccc1OCC(=O)Nc1ncn[nH]1	105	103	100	102	2	-6	-1	2
CCn1c(=O)cc(OCC(=O)NCc2cccnc2)c2ccccc21	240*[may fluoresce violet]	18*[may fluoresce violet]	76[may fluoresce violet]	98	22	4	4	8
COc1ccc(Nc2cccc3ccccc23)cc1	90	98	106	97	77*	-4	-6	-5
COc1ccc(Cl)cc1NC(=O)CN(C)C(=O)c1cc(-c2cccs2)nn1-c1ccccc1	99	87	94	102	12	-19	15	7
CC(C)C(=O)Nc1c(-c2ccccc2Cl)c(=O)c2ccccc2n1C	106	108	101	101	.	1	.	.
O=C(COC(=O)c1cc(=O)[nH]c2ccccc12)Nc1ccccc1F	106	99	94	92	5	-1	-5	0
Cc1ccc(NC(=O)CSc2ccc3nnc(-c4ccccn4)n3n2)cc1	126	96	103	93	18	5	5	-10
Cc1nc(NS(=O)(=O)c2ccccc2)sc1NC(=O)OCCN(C)C	100	96	100	102	6	-24	-6	-24

Individual results from above.
MEP2-GFP yeast result of `O=[N+]([O-])c1ccc(O)c(/C=N/Nc2ncnc3c2cnn3-c2ccccc2)c1` : 124
proCasp7 act result of `COc1ccc2cc(C(c3nnnn3C(C)(C)C)N3CCSCC3)c(=O)[nH]c2c1` (stereo not given) : -5
procasp3 activ result of `O=C(COC(=O)c1cc(=O)[nH]c2ccccc12)Nc1ccccc1F` : -5
procasp3 activ result of `Cn1c2ccc(F)cc2c2ncn(CCCN(CCO)CCO)c(=O)c21` : 9

Carrying on.
SMILES	MEP2-GFP yeast	RPL19A-GFP yeast	LAP4-GFP MLPCN	Yeast superoxide	AHR activator	GASC-1 inh	procasp3 activ	proCasp7 act
CCN1CCN(S(=O)(=O)c2cc(OCC(=O)NC3CCCCC3)c(C)cc2Cl)CC1	105	103	94	99	-1	7&12	0	-3
Cn1c(=O)n(CCCOc2ccc(Br)cc2)c2ccccc21	112	95	105	99	-4	-5	1	-7
C=CCn1c(=O)c(C(=O)NCCc2ccccc2)c(O)c2ccccc21	93	108	89	88	1	-1	-1	-3
CCn1c(N)c(C(=O)NCc2ccc3c(c2)OCO3)sc1=S	101	98	101	82	6	-3	0	-7
C=CCN(CC=C)S(=O)(=O)c1ccc(NC(=S)NC(=O)/C=C/c2ccccc2)cc1	95	95	107	103	2	-3	6	-6
Cc1cc(-c2c(C)[nH]n(-c3ccc(Cl)cc3)c2=O)n(-c2ccc(Cl)cc2)n1	111	102	100	97	7	-8	7	0
Fc1cccc(/C=N/Nc2nncc3ccccc23)c1	93	98	107	95	55*	4	-1	-5
C[C@H](NC(=O)c1cc2c([nH]c3ccccc32)c(-c2ccccc2)n1)C(=O)O	98	98	103	103	9	-1	-3	9
Cc1nnc(SCc2ccccc2C#N)n1-c1ccccc1	107	98	99	113	0	4	-6	9
COc1ccc(/C=C/C(=O)c2ccc(NS(=O)(=O)c3ccc(C)cc3)cc2)cc1O	104	106	100	102	2	-1	-10	-2
NCCCC[C@H]1CNC(=O)C(=O)N1CCc1cccc(F)c1	99	102	96	96	2	1	6	-5
COc1cc(/C=C(\C#N)c2nn(CCO)c(N)c2C#N)cc(OC)c1OC	100	104	93	92	36	11	-6	2
CC(C)(C)NCC(O)Cn1cc(C=O)c2ccccc21 (stereo not given)	94	97	103	77	0	2	4	-7
CC(C)c1cc(C(=O)Nc2cc(Cl)ccc2O)no1	103	93	108	92	19	5	4	7
Cn1c(=O)n(CC(=O)NCC2CCCO2)c(=O)c2c3c(sc21)CCCC3 (stereo not given)	105	106	90	92	-1	15	0	-3

Compound profiles, from the list above. Order of screens: MEP2-GFP yeast	RPL19A-GFP yeast	LAP4-GFP MLPCN	Yeast superoxide	AHR activator	GASC-1 inh	procasp3 activ	proCasp7 act
`N/C(=N\OC(=O)/C=C/c1ccccc1Cl)c1ccccn1` as listed: 102	104	90	99	-9	0	3	-8
`CCOC(=O)Cn1cnc2c(nnn2Cc2ccc(Cl)cc2)c1=O` as listed: 93	95	96	98	-1	-3	14	3

Following part.
SMILES	MEP2-GFP yeast	RPL19A-GFP yeast	LAP4-GFP MLPCN	Yeast superoxide	AHR activator	GASC-1 inh	procasp3 activ	proCasp7 act
Cn1c(CN2CCCCC2)nc2cc(NC(=O)c3cccc(Br)c3)ccc21	88	93	93	88	-4	-15	2	-1
COc1ccccc1C(=O)N1CCN=C1c1ccccc1	98	98	96	99	6	8	1	10
CCN(C(=O)COC(=O)C1CCN(S(=O)(=O)c2ccc3c(c2)OCCO3)CC1)C1CCCCC1	102	101	109	104	2	1	-8	9
CC(=O)c1c2c3c(cccc3n(C)c1=O)C(=O)c1ccccc1-2	105	103	91	111	7	-4	-4	-13
Cc1ccc(C(=O)c2c3ccccc3[n+]([O-])n2CCO)cc1	104	97	101	100	15	1	10	-2
CCc1ccc(N2CC(C(=O)OCc3nc4ccsc4c(=O)[nH]3)CC2=O)cc1 (stereo not given)	101	98	95	87	0	-2	4	3
